hcGAS lum – blocks human cGAS activity | Q8N884 | recombinant h-cGAS, ATP depletion, Kinase-Glo luminescence | inhibition, % at 12.5 µM | 290,000 tested, 0.081% active;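 note: 0% = vehicle reaction and 100% = reaction without DNA for no activity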
Target sequence (Q8N884 whole entry, looked up): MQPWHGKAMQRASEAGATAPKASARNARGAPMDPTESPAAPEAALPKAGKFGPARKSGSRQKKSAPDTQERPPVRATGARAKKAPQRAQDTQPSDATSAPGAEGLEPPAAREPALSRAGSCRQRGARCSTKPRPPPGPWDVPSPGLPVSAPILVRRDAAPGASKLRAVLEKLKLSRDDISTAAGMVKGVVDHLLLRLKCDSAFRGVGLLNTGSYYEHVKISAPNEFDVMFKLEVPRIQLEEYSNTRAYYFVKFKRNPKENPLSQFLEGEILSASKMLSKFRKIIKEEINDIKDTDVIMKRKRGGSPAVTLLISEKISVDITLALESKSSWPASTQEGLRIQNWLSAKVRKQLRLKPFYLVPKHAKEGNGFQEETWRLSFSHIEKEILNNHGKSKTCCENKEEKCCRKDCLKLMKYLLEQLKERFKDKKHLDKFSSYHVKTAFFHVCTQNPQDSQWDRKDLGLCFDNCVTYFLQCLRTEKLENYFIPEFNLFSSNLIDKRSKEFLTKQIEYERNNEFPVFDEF
NPYLR7 ag – activates Aedes aegypti NPYLR7 receptor | HEK293T NPYLR7/Galpha15, GCaMP6s calcium fluorescence | activation, % at 10 µM | 270,000 tested, 0.15% active | AID 1259423; in the data active = activation above about 40%;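 note: 0% = vehicle and 100% = reference agonist at the receptor; some compounds past the cut are filed as inactive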
mcGAS inh – inhibitors of mouse cGAS | inhibition, % at 12.5 µM | recombinant cGAS, Kinase-Glo ATP depletion luminescence | 160,000 tested, 0.15% active;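 note: 0% = negative control wells and 100% = reference inhibitor with no enzyme activity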
Numbers without * were called inactive; / = no result given; & = joins results of further samples. Cut-off read from the data, not from the text of the source, unless noted: active = inhibition above about 40%; inactive = the rest.

SMILES	hcGAS lum	NPYLR7 ag	mcGAS inh
C=CCn1c(SCC(=O)NCC2CCCO2)nnc1-c1ccc(F)cc1 (stereo not given)	-8	19	-5
Cc1ccccc1-c1cnnc(N2CCN(C3CCCC3)CC2)n1	-3&-3	1&2	-2
Cc1cc(F)ccc1S(=O)(=O)NCC1(N(C)C)CCCC1	-16	0	-10
CN(C)c1ncc(CN2CCC(N3CCC(C(=O)NC4CC4)CC3)CC2)s1	-11	22	/
CC(C)n1cc2cc(NS(=O)(=O)c3cnn(C)c3)ccc2n1	3	-9	/
COc1ccc(Nc2ccccc2C(=O)N2CCCC(C(F)(F)F)C2)cc1 (stereo not given)	-8	5	-14
COc1ccc(-c2cc(Nc3ccc(NC(=O)OC(C)(C)C)cc3)ncn2)cc1	4	-8	/
O=C(CSc1ccc(C(=O)NCc2ccncc2)cn1)c1ccc(Cl)cc1	0	-8	0
O=C(c1cccs1)N(CCCn1ccnc1)c1nc2c(F)cc(F)cc2s1	-5	-15	-8
CC(SC1CCCc2ccccc21)C(=O)Nc1ncccn1 (stereo not given)	-5	-7	-9
O=c1[nH]c(CN2CCN(S(=O)(=O)c3cc(Cl)ccc3Cl)CC2)nc2cc(Cl)ccc12	4	1	1
O=C(Oc1ccc(F)cc1)c1nsc(Cl)c1Cl	-4	-4	/
CCN(Cc1nc2cc(Cl)ccc2c(=O)[nH]1)C(=O)CSc1ccc2ccccc2c1	-1	0	-7
CCCCC1C=CCN1C(=O)C1CCN(Cc2ccco2)CC1 (stereo not given)	-5	2	/
COCCCn1c(=S)[nH]c2sc3c(c2c1=O)CCCS3	0	-5	/
COc1cc(C(C2Sc3nc(C)nn3C2=O)N2CCC(C(N)=O)CC2)cc(OC)c1OC (stereo not given)	8	-8	1
CNC(=O)Cc1nc(-c2ccc(CCNS(C)(=O)=O)cc2)cs1	-10	2	/
COc1cc(OC)nc(Nc2nc(C(N)Cc3ccc(Cl)cc3)cs2)n1 (stereo not given)	-5	-7	-8
CC1(C)O[C@@H]2C[C@@](OCc3ccccc3F)(C(=O)NN3CCOCC3)CC(OCc3cccc(Cl)c3)[C@@H]2O1 (stereo not given in full)	-1	2	-7
O=C1CN(C(=O)c2coc(CN3CCN(Cc4ccccc4)CC3)n2)CCCN1	-3	9	-11
COc1ccc(-n2ncc(Oc3cccc(OC)c3)c(Nc3ccc(C(=O)NCc4ccco4)cc3)c2=O)cc1	3	6	1
CCCc1nc(C(=O)NCc2noc(-c3ccco3)n2)cs1	2	-3	1
Cc1ccc(-n2c(CCC(=O)NCC3CCCO3)cc3c2-c2ccccc2OC3)c(F)c1 (stereo not given)	-2	2	-9
CCn1cncc1CNC(=O)c1coc(COc2cccc(F)c2F)n1	-8	4	/
Cc1cc(C(=O)N2CCC2(C)C(=O)N2Cc3ccccc3C2)nn1C (stereo not given)	-8	8	-4
COc1ccc(-c2cc(C(F)(F)F)n3nc(C(=O)NCCN4CCOCC4)cc3n2)cc1	0	-15	-4
Nc1nc(COC(=O)c2c(F)cccc2F)nc(Nc2ccccc2)n1	7	-6	/
Cc1nn(-c2ccc(F)cc2)c2nc(CCC(C)C)nc(N3CCCN(C(=O)C(Cl)c4ccccc4)CC3)c12 (stereo not given)	-7	-5	-10
Cc1cc(C)n(Cc2cc(C(=O)N3CCCC3CCc3ccccc3)n[nH]2)n1 (stereo not given)	-9	1	/
CC(C)(C)c1cc(NC(=O)CCc2ccccc2)n(-c2ccccc2Cl)n1	-6	35	-8

Looked up above.
Under NPYLR7 ag, CCn1cncc1CNC(=O)c1coc(COc2cccc(F)c2F)n1 has the entry 4
Under NPYLR7 ag, CC(SC1CCCc2ccccc21)C(=O)Nc1ncccn1 (stereo not given) has the entry -7

(list continues)
SMILES	hcGAS lum	NPYLR7 ag	mcGAS inh
O=C(Nc1cccc2cnccc12)OCC(F)(F)F	-6	-1	-8
CCc1cccc2c(C(CC(=O)NCCc3ccccc3)c3ccc(OC)cc3OC)c[nH]c12 (stereo not given)	-6	11	-5
CN1CCc2nc(C(=O)N[C@@H]3C[C@@H](C(=O)N(C)C)CC[C@@H]3NC(=O)C(=O)Nc3ccc(Cl)cn3)sc2C1	-6	0	-8
CCOC(=O)C1C(=O)C=C(c2cccs2)CC1c1cccc(F)c1 (stereo not given)	-9	11	-4
Cc1cc(C)n(CCNC(=O)c2cccc3ccnn23)c(=O)n1	0	18	/
O=C(Cc1ccc(S(=O)(=O)N2CCOCC2)s1)Nc1nc2c(s1)CCCC2	-8	17	/
COCCN(CC(=O)N(Cc1ccc(F)cc1)Cc1ccco1)C(=O)N(C)C	-2	-9	1
COc1cc(Nc2cccc(-c3ccccc3)n2)cc(OC)c1OC	6	-6	1
CN1CCN2CCN(C(=O)c3cccc(N4CCNC4=O)c3)CC2C1=O (stereo not given)	1	0	/
COc1ccc(Nc2cc(C)nc(-n3cc([N+](=O)[O-])cn3)n2)cc1OC	7	-6	-1
Cc1onc(-c2ccccc2)c1C(=O)N1CCOCC1	-4	6	/
N#CC(C#N)=C1C=CC=CN1C(=Cc1ccc(OC(F)F)cc1)C(=O)c1ccccc1	-8	-4	-8
CCOC(=O)N1CCN(Cn2nc(NC(C)(C)C)sc2=S)CC1	-4	4	/
NS(=O)(=O)c1ccc2c(c1)CCN2CC(=O)NC(=O)Nc1ccccc1	-5	10	/
N#Cc1ccc(OCc2c(-c3ccccc3)nnn2CC(=O)O)cc1	-15	5	/
Cn1ccnc1C(NC(=O)COc1ccc(F)cc1)c1ccccc1 (stereo not given)	-6	3	/
CC(=O)OC[C@H]1O[C@@H]2C[C@H]([C@@H]1OC(C)=O)N(C(=O)c1ccccc1)c1ccc(C)cc12	-10	8	-3
COc1cc(N)c(Cl)cc1C(=O)CCC1CCN(CCNS(C)(=O)=O)CC1	3	-12	/
O=C(NCCCn1ccnc1)c1cc(N2CCOCC2)nc2ccccc12	-6	8	-6
CC(C)Cc1cnc2c(c1SCC(=O)NC(C)C)c(=O)n(C)c(=O)n2C	3	2	-1
Cc1cc(C(=O)Cn2cc(S(=O)(=O)N3CCCC3)ccc2=O)c(C)n1Cc1ccco1	-5	12	-6
Cc1ccc(S(=O)(=O)NC2CCN(c3ccccc3C(=O)N3CCCC3)CC2)cc1	-3	-1	-5
CN1CCC(O)(Cn2ccnc2-c2ccc(-c3ccccc3)s2)CC1	-3	3	/
CN(C(=O)c1cccc(C(=O)NCC#N)c1)c1ccccc1	-7	7	/
CCOc1ccccc1C(=O)Nc1ccc(N2CCN(C(=O)NCCc3ccccc3F)CC2)nc1	-3	17	-7
CC(C)Oc1cc(Nc2nc(N[C@@H](C)c3ccc(F)cn3)ncc2Cl)[nH]n1	3	-6	1
COc1ccccc1OCC1CN(C(=O)c2cc(C)ccc2Cl)CCO1 (stereo not given)	4	-12	/
Cc1ccc(S(=O)(=O)Nc2ccc(Cl)c(C(F)(F)F)c2)s1	-8	4	-4
CC(C)C(NC(=O)c1ccc(C(C)(C)C)cc1)C(=O)NCCc1cn2ccccc2n1 (stereo not given)	-3	-7	-6
Cc1nc(N=C(N)NC(=O)c2ccccc2N)nc2ccccc12	-2	-8	-3

Entries of single compounds, looked up by structure.
Record of CN1CCC(O)(Cn2ccnc2-c2ccc(-c3ccccc3)s2)CC1 = hcGAS lum = -3; NPYLR7 ag = 3; mcGAS inh = /
Record of COc1ccc(Nc2cc(C)nc(-n3cc([N+](=O)[O-])cn3)n2)cc1OC = hcGAS lum = 7; NPYLR7 ag = -6; mcGAS inh = -1
Record of O=C(Nc1cccc2cnccc12)OCC(F)(F)F = hcGAS lum = -6; NPYLR7 ag = -1; mcGAS inh = -8

(list continues)
SMILES	hcGAS lum	NPYLR7 ag	mcGAS inh
CC(NC(=O)N1CCc2sccc2C1)c1ccccc1Cl (stereo not given)	-16	-2	/
CN(C)CCOC(=O)C12CCC3CC(CC(C3)C1)C2	-7&-4	-2&-2	-3
c1cc(NCC2CCOCC2)cc(-n2cnnn2)c1	-5	0	-11
Cc1nc(CN(C)C(=O)Nc2cccc(C)c2C#N)cs1	-10	15	/
COc1cccc(CSc2n[nH]c(=O)c3cc(-c4ccc(F)cc4)nn23)c1	-4	-2	-6
CC(C)NC(=O)NC(=O)C(C)Sc1n[nH]c(C(C)(C)C)n1 (stereo not given)	-9	2	/
O=c1c(-c2ccccn2)coc2cc(O)ccc12	-8	0	-5
COCCOC1CCN(c2nc3nonc3nc2NC2CCCC2)CC1	-4	-6	/
CCCc1ccc2oc(C(=O)NCCc3cccnc3)c(C)c2c1	0	0	-3
O=C(NCc1ccc2c(c1)OCCO2)N1CCc2ccccc21	2	-3	/
COc1ccccc1S(=O)(=O)N1CCC(C(=O)c2ccc(C)cc2)CC1	2	-6	/
COc1ccc(CNC(=O)c2sc(=O)n(Cc3ccccc3C)c2C)cc1OC	1	6	/
COc1ccc(CCN2CCCC(CN(C)C(=O)CN3CCCC3=O)C2)cc1 (stereo not given)	2	2	0
CN(C)C1CCN(c2ccc(N)nc2)CC1	-7	2	-15
COCCCN=C(c1ccco1)n1c(=S)nc(-c2ccco2)n(CCCOC)c1=S	-4	-4	/
CC1CC1C(=O)NC(C)C12CC3CC(CC(C3)C1)C2 (stereo not given)	-14	3	/
Cc1ccc(-c2c3c(n(CC(=O)O)c2C)C(=O)CCC3)cc1	-1	0	-3
O=C(Cc1c(Cl)cccc1Cl)NC1(C(F)(F)F)CCOCC1	-7&5	10&-2	-1
CCOc1ccccc1C1NC(=O)NC(C)=C1C(=O)OC (stereo not given)	-3	-1	-7
COc1ccc(-c2noc(CN(C)Cc3cnccn3)n2)cc1	1&-7	8&7	-5
Cc1nn(Cc2ccccc2Cl)c(C)c1CN(C)C(=O)c1ccc[nH]1	-4	2	/
O=C(Nc1cccs1)N1CCn2cccc2C1c1cccs1 (stereo not given)	2	4	/
Cn1c(=O)[nH]c(=O)c2c1nc(N1CCCCCC1)n2CCCSc1nc2ccccc2o1	4	-9	/
O=C(CN(C(=O)c1ccc2c(c1)OCO2)C1CC1)N(CCc1c[nH]c2ccccc12)Cc1ccc(F)cc1	-1	10	-5
O=C(Nc1nnc(SCc2ccccc2C(F)(F)F)s1)c1ccccc1F	-1	26	-5
COC(=O)c1ccoc1COc1cccc2c1N(C(=O)CC(NC(C)=O)c1ccc(C)cc1)CCC2 (stereo not given)	8	1	/
O=C(Cc1ccc(Oc2nc(Cc3ccccc3)ns2)cc1)N1CCN(c2cccc(Cl)c2)CC1	-4	12	-6
COc1cc(C)sc1C(=O)N1CC(c2cccnc2)C1	4	-2	0
CN(Cc1ccccc1)c1ncccc1CNC(=O)C1CCCCN1C (stereo not given)	0	-2	/
COC(=O)c1cc(C2NC(=O)c3n[nH]c(C)c3N2)oc1C (stereo not given)	-3	-1	/
Cc1cc(C)nc(Sc2ncnc(N)c2[N+](=O)[O-])n1	-7	0	/
CCC(C)C(NCC(O)COCc1ccccc1)c1nc(-c2ccc3c(c2)OCO3)no1 (stereo not given)	-1	/	-6
COc1ccc(C(N)=O)cc1-c1ccc(F)c(CO)c1	-6	9	/
CC(=O)c1cccc(OCC(=O)Nc2nnc(C)s2)c1	-4	8	/
O=C(NC1CC1)C1CCCN(CCc2ccccc2Cl)C1 (stereo not given)	-6	13	/
COc1ccc(CN(Cc2ccc(F)cc2)C(=O)NC(C)C)cc1OS(=O)(=O)c1ccc(F)cc1	-6	26	-4
O=c1cc(CSc2ncccn2)[nH]c2nc3ccccc3n12	-5	-10	/

Three entries picked at random from those above:
SMILES	hcGAS lum	NPYLR7 ag	mcGAS inh
Cc1ccccc1-c1cnnc(N2CCN(C3CCCC3)CC2)n1	-3&-3	1&2	-2
COc1ccc(CCN2CCCC(CN(C)C(=O)CN3CCCC3=O)C2)cc1 (stereo not given)	2	2	0
CN(C)C1CCN(c2ccc(N)nc2)CC1	-7	2	-15

High-throughput results deposited in PubChem by Fisher Drug Discovery Resource Center.
